MsrA inhibitor = inhibitors of bovine MsrA; inhibition, % at 15.5 µM; 0.75% of 360,000 active; purified bovine MsrA, absorbance read-out; in the data active = inhibition above about 4.5%;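 also: 0% = vehicle wells with enzyme and 100% = reference inhibitor wells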
CSN inh = CSN deneddylation inhibition; 0.38% of 360,000 active; inhibition, % at 12.5 µM; Purified CSN, SCF-Nedd8-OG deneddylation, fluorescence polarization; AID 651999; Q92905;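 active = pattern-corrected inhibition above about 35%, with an unprinted fluorescence ratio check between 0.5 and 1.5, limit read from the data, passing the limit was not always enough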;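 also: 0% = enzyme with substrate and 100% = substrate without enzyme; some results filed as inactive read as strong as hits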
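Assay system: purified human Csn5 enzyme expressed in HEK293T cells; measure: % inhibition; also added: SCFSkp2-Nedd8OG substrate at 10 nM final; technique: fluorescence polarization; times: reaction 90 min, room temperature; medium: Tris buffer pH 7.5, NaCl, DTT, Tween-20, trehalose, ovalbumin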
Rpn11 inh = blocks the human proteasome subunit Rpn11 | human 26S proteasome, Ub4-pepOG fluorescence polarization; 20S core pre-blocked with epoxomicin | calls only at 20 µM | AID 588493 | 0.59% of 360,000 active;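 active = inhibition at 20 µM, scaled to each plate's controls, above about 33%, limit read from the data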
Target sequence (O00487 whole entry, looked up): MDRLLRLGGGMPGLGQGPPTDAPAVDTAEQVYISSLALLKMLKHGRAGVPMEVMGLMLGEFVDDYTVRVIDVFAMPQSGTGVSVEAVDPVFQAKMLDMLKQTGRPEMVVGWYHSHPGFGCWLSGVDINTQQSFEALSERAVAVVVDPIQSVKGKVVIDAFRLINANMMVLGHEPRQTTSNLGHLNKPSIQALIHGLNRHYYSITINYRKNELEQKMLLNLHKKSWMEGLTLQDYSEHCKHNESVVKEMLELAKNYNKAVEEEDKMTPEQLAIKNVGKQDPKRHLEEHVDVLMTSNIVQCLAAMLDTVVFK
STEP block = STEP (human) phosphatase inhibition. recombinant STEP, OMFP fluorogenic substrate, fluorescence. P54829. inhibition, % at 20 µM. AID 588621. 0.25% of 360,000 active;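 active = inhibition at 20 µM, scaled per plate between control wells, above about 37%, limit read from the data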;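 also: 0% = DMSO with enzyme and substrate and 100% = substrate only without enzyme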
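Also added – OMFP at 25 µM · Test system – STEP tyrosine phosphatase · Technique – FITC-channel fluorescence of OMFP product · Schedule – 20 min at room temperature, dark · Evaluation – control-normalized % inhibition with plate pattern correction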
LMPTP inh = LMPTP (human) inhibition; inhibition, % at 20 µM; P24666; 0.22% of 360,000 active; recombinant LMPTP-A, OMFP fluorogenic substrate, fluorescence intensity;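 active = compounds that cut the enzyme signal by at least half of the control window in the single-dose screen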;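 also: plate controls were DMSO wells with enzyme plus substrate for no effect and substrate without enzyme for full effect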
Target sequence (P24666 whole entry, looked up): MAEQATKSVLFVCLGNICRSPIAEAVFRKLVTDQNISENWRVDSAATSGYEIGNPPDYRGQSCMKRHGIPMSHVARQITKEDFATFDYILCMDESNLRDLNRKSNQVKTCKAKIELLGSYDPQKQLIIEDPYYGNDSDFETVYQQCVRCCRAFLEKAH
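Test system – LMPTP-A phosphatase enzyme · Quantity – 0.625 nM LMPTP-A final · Reagent – OMFP substrate, 400 µM final · Dosing – one test concentration per compound, 20 µM, with 3% DMSO overall · Timing – 50 min enzyme reaction at room temperature, protected from light · Detection – fluorescence intensity · Controls – substrate-only low control, DMSO enzyme-plus-substrate high control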
DNMT1 block = DNMT1 (human) enzyme inhibition; inhibition (reported as % activation of signal), % at 10 µM; DNMT1 molecular beacon, Hinp1I cleavage, fluorescence; 0.83% of 360,000 active; P26358; in the data active = inhibition above about 50%
Tb MetRS inh = blocks T. brucei methionyl-tRNA synthetase activity. purified T. brucei MetRS, ATP depletion, Kinase-Glo luminescence. inhibition, % at 11.9 µM. 0.4% of 360,000 active;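 active = inhibition above a per-plate cutoff of the control wells' mean inhibition plus 3 SD, cut at about 5.5% in these data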;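 also: 0% = DMSO wells median and 100% = median of wells with control inhibitor compound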
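Material – parasite MetRS enzyme · Medium – HEPES-MgCl2-KCl buffer plus DTT, spermine, BSA, pyrophosphatase · Reagent – ATP, methionine and E. coli bulk tRNA substrates · Times – 15 min enzyme-compound preincubation, 2 h reaction, 10 min detection, 25 °C · Measured by – luminescence of leftover ATP · Evaluation – percent inhibition relative to median high and low control wells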
SUMO1 PPI mod = modulators of human SUMO1-mediated protein-protein interactions | P63165 | SUMO1 binding to a labelled peptide, TR-FRET, 1 h | inhibition, % at 20 µM | 0.33% of 360,000 active | AID 602429; in the data active = inhibition above about 37%
Target sequence (P63165 whole entry, looked up): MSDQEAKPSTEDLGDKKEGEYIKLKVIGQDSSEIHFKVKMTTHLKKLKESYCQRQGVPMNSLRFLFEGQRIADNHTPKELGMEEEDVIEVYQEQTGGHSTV
NadD block = blocks S. aureus nicotinate mononucleotide adenylyltransferase; purified NadD enzyme, colorimetric absorbance read-out; inhibition, % at 20 µM; 0.78% of 360,000 active; in the data active = inhibition above about 26%; also: some compounds past the cut are filed as inactive
Scp1 inh = Scp-1 (human) phosphatase inhibition; 0.88% of 340,000 active; AID 493091; inhibition, % at 20 µM; Recombinant Scp1, phosphopeptide, malachite green phosphate absorbance;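 active = inhibition above about 50% at 20 µM, limit read from the data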;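 also: plate controls were DMSO wells with enzyme for no effect and wells lacking enzyme for full effect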
Target sequence (Q9GZU7 76-261 limits assumed): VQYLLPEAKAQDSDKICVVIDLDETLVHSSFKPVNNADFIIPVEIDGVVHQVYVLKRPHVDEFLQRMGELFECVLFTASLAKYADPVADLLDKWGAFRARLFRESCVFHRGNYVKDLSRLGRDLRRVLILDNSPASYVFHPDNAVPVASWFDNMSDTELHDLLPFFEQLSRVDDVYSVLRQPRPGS
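Assay system: SCP-1 catalytic fragment, aa 76-261 | Buffer or medium: Tris acetate buffer pH 5.5 with MgCl2 and Tween-20 | Compound: One concentration, 20 µM, with 1.0% DMSO | Also added: Phospho 17-mer peptide substrate | Signal: Absorbance at 630 nm | Incubation: 45 min enzyme reaction at room temperature | Measure: % inhibition of SCP-1 phosphate liberation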
The depositor's hits bear a star; i = inactive; · = no result given.

Every second line gives: MsrA inhibitor, CSN inh, Rpn11 inh, STEP block, LMPTP inh, DNMT1 block, Tb MetRS inh, SUMO1 PPI mod, NadD block, Scp1 inh
O=C(C1CCC1)N1CCN(S(=O)(=O)c2ccc([N+](=O)[O-])cc2)CC1
  0.3, 3, i, -2, -0.8, -2, -0.5, -39, 3, -5
c1csc(CNc2nc(NCC3CCCCC3)c3sccc3n2)c1
  -0.3, 0, i, 11, 15, -14, 0.0, 9, 13, ·
CC1CCCCC1NC(=O)COC(=O)c1ccc2c(c1)NC(=O)CS2 (centres undefined)
  2.6, -2, i, 1, -1.5, 0, -0.2, 0, 0, -5
CCC(C)N1CCC2(CC1)N=c1c(c3c4c5c(C)c(O)c3c(O)c1=NC(=O)C(C)=CC=C[C@H](C)[C@H](O)[C@@H](C)[C@@H](O)[C@@H](C)[C@H](OC(C)=O)[C@H](C)[C@@H](OC)C=CO[C@@](C)(O5)C4=O)N2 (some centres undefined)
  2.4, 1, i, -1, 0.0, -16, -0.5, -25, 3, -11
Cc1cccc(NC(=O)COC(=O)c2cccc(S(=O)(=O)N3CCCCCC3)c2)c1
  0.6, 0, i, -2, 3.1, -7, -0.2, -1, -5, 1
Cn1c(CC(=O)NNC(=O)c2ccccc2F)nc2ccccc21
  0.5, -1, i, 4, -0.8, 13, 0.0, -1, -3, -2
O=C(NN1CCOCC1)c1cc(-c2ccncc2)nc2ccccc12
  0.2, 0, i, 1, -1.8, 1, 0.1, -2, -5, -7
CN1CCN(c2ccc(C(CC(N)=O)NC(=O)Cc3cccc4ccccc34)cc2[N+](=O)[O-])CC1 (centres undefined)
  -0.3, 3, i, 3, -2.3, -1, 0.0, -11, -3, -6
Cc1ccc(N(C(=O)Cc2cccs2)C(C(=O)NCC2CCCO2)c2ccncc2)cc1 (centres undefined)
  -0.2, -3, i, 7, 1.6, 7, -0.5, 11, -1, -6
O=C1c2ccccc2[C@@H]2C[C@@H](O)[C@H](Nc3cccc4ccccc34)CCN12
  0.3, 4, i, 2, 1.4, -21, -1.4, -3, 14, 4
CCOC(=O)N1CCN(C2CC(=O)N(c3ccccc3)C2=O)CC1 (centres undefined)
  -0.2, 6, i, 0, -1.5, 0, -0.4, -2, -4, -11
O=C(NC1CCCCC1)c1cccc(S(=O)(=O)N2CCCCC2)c1
  0.7, 2, i, 2, -1.2, -2, 0.1, -1, 4, 4
COc1ccc(S(=O)(=O)N2CCC(C(=O)Oc3cccc(C)c3)CC2)cc1OC
  0.0, 4, i, 3, 0.4, 0, -0.5, 0, -10, -7
c1ccc(Nc2nc3ccccc3n3cnnc23)cc1
  2.5, 3, i, 1, -0.8, 0, -0.9, -7, 6, -5
Cc1cc(NC(=O)CSc2ncnc3ccccc23)no1
  0.3, -3, i, 2, -1.3, 5, -1.1, -6, -3, 6
CCCNC(=O)C1CC(c2ccc(C(F)(F)F)cc2)=NO1 (centres undefined)
  -1.0, -7, i, -5, -0.5, 7, -0.2, 7, -1, 4
Cc1ccc(C(=O)Nc2cccnc2Cl)cc1Cl
  -0.4, 0, i, -1, -0.8, 1, -1.4, 7, 1, -16
Cc1cc(C)cc(OCC(O)CN2C(=O)NC(C)(C)C2=O)c1 (centres undefined)
  -0.5, 2, i, 4, -0.3, 1, -0.2, 1, 3, -4
O=C1CC(N2CCN(C/C=C/c3ccccc3)CC2)C(=O)N1CCc1ccccc1 (centres undefined)
  -0.5, 7, i, -2, -0.8, -3, -0.5, 3, 3, 0
Cc1ccc2c(CN3CCN(S(=O)(=O)c4ccc(Cl)cc4)CC3)cc(=O)oc2c1C
  0.1, 3, i, 1, 2.8, 0, -0.3, 1, 19, -2
COC(=O)C1(C)NC(c2ccc(OC)cc2)C2C(=O)N(c3ccccc3)C(=O)C21 (centres undefined)
  -0.3, -4, i, 0, -1.8, -2, -0.5, 5, 0, -2
CCCNC(=O)CSc1nnc(-c2ccccc2Br)n1-c1cccc(C(F)(F)F)c1
  -0.7, 0, i, 0, -0.2, 1, -0.7, -2, -2, -1
CC(=O)N1CCN(c2ccc([N+](=O)[O-])cc2)CC1
  0.3, 8, i, 1, 0.0, 1, 0.6, -18, 2, -3
CC(C)(C)CCN1CCC(CN2CCNC2=S)CC1
  0.7, 1, i, 8, -2.7, 6, -1.2, -1, -2, ·
O=C(NCc1ccccc1)c1cc(C2COCCN2C(=O)CCc2ccccc2)on1 (centres undefined)
  -0.2, 5, i, 0, -3.2, 1, -0.1, 5, -6, ·
c1ccc(N2CC3COc4ccccc4C3=N2)cc1 (centres undefined)
  0.3, -2, i, 2, 1.0, -5, -0.4, -9, -1, -5
c1ccc(-n2cnc3cc(NCc4ccncc4)ccc32)cc1
  1.7, 8, i, 8, 1.1, -13, 0.1, -1, 8, -2
O=C1C(=O)N(Cc2cccnc2)C(c2cccc(Br)c2)/C1=C(/O)c1ccc2c(c1)OCO2 (centres undefined)
  1.6, -1, i, 2, 2.5, -2, -1.0, -13, 9, 10
O=C(NC1CCN(Cc2ccccc2)CC1)C1CCN(S(=O)(=O)c2ccccc2)CC1
  0.5, 5, i, 1, -0.8, 1, -0.4, 1, -4, -10
O=C(N/N=C/c1cccc(OC(=O)c2cccc(Br)c2)c1)c1ccncc1
  0.3, -1, i, 1, 0.7, -2, -0.4, -8, -9, 16
CSc1nnnn1-c1cccc(O)c1
  0.2, -1, i, -6, -1.2, 4, -2.0, 0, -1, 2
O=C(NC1CCCC1)c1cc(-c2ccc(Cl)cc2)on1
  0.3, -1, i, 2, -0.2, 30, -0.2, -1, 3, -6
COc1ccc(Cl)cc1Cn1c(C)c(C(=O)NCc2ccccc2C(F)(F)F)sc1=O
  -1.1, 3, i, 0, 5.8, -13, 0.3, 5, -6, ·
Cc1ccccc1CS(=O)(=O)Cc1ccc(C(=O)NCCCN2CCCC2=O)o1
  -0.7, -4, i, 0, -0.8, 5, -0.6, -1, -4, 3
Cc1cc(C)c(C#N)c(SCC(=O)Nc2nonc2N)n1
  2.2, -4, i, 0, 3.1, 0, 0.4, 46*, 8, -3
O=C(O)C1CC(=O)N(c2ccc(F)cc2)C1 (centres undefined)
  -0.6, 0, i, 1, -0.5, 3, -0.5, 4, -4, -4
CCOc1ccc(-n2c(C)cc(C(=O)NS(=O)(=O)c3ccc(C)cc3)c2C)cc1
  1.4, -1, i, 0, -0.6, -3, -0.2, 2, 1, -10
O=C(COC(=O)Cc1ccsc1)Nc1ccc(Cl)c(S(=O)(=O)N2CCOCC2)c1
  -0.2, 5, i, -2, -0.4, 77*, 0.3, -2, -5, -5
COc1ccc2nc(NC(=O)C3CCCN3S(=O)(=O)c3ccc(C)cc3)sc2c1 (centres undefined)
  0.7, -3, i, -2, 2.5, -2, -0.7, 1, 6, -10
CCC(=O)OCC(=O)Nc1cc([N+](=O)[O-])ccc1Cl
  -0.5, 0, i, -1, 0.1, -3, -0.5, -18, -1, -2

Record cards, as listed above. Order of screens: MsrA inhibitor	CSN inh	Rpn11 inh	STEP block	LMPTP inh	DNMT1 block	Tb MetRS inh	SUMO1 PPI mod	NadD block	Scp1 inh
`O=C(NC1CCCC1)c1cc(-c2ccc(Cl)cc2)on1` across the screens: 0.3	-1	i	2	-0.2	30	-0.2	-1	3	-6
`COc1ccc(Cl)cc1Cn1c(C)c(C(=O)NCc2ccccc2C(F)(F)F)sc1=O` across the screens: -1.1	3	i	0	5.8	-13	0.3	5	-6	·
`CSc1nnnn1-c1cccc(O)c1` across the screens: 0.2	-1	i	-6	-1.2	4	-2.0	0	-1	2
`CCOc1ccc(-n2c(C)cc(C(=O)NS(=O)(=O)c3ccc(C)cc3)c2C)cc1` across the screens: 1.4	-1	i	0	-0.6	-3	-0.2	2	1	-10
`Cc1ccccc1CS(=O)(=O)Cc1ccc(C(=O)NCCCN2CCCC2=O)o1` across the screens: -0.7	-4	i	0	-0.8	5	-0.6	-1	-4	3

Following part:
Every second line gives: MsrA inhibitor, CSN inh, Rpn11 inh, STEP block, LMPTP inh, DNMT1 block, Tb MetRS inh, SUMO1 PPI mod, NadD block, Scp1 inh
CCCCNC(=O)c1ccc(CS(=O)(=O)c2ccccc2OC)o1
  0.7, -2, i, 0, -0.6, 2, -0.7, 5, -4, -2
CN(C(=O)CSc1nc2ccccc2n1C)C1CCS(=O)(=O)C1 (centres undefined)
  -0.4, -3, i, -1, -0.1, -1, 0.1, -4, -5, -10
O=C(Nc1ccccc1F)N1CCCC1c1cccnc1 (centres undefined)
  0.8, 3, i, -2, -0.4, -1, 0.4, 4, -1, 4
CSc1ccccc1NC(=O)CN(C)C(=O)c1ccc(-n2cccn2)cc1
  -1.3, 1, i, -1, 1.0, 1, -0.1, 2, -5, -3
COc1ccc(NS(=O)(=O)c2ccc(-n3cnnn3)cc2)cc1OC
  -0.5, -4, i, 0, 0.9, 0, -0.5, -1, 1, -9
O=C(C1COc2ccccc2O1)N1CCN(Cc2ccc3c(c2)OCO3)CC1 (centres undefined)
  -0.4, -4, i, -2, -1.3, -1, 0.1, 4, 3, 0
CC(=O)NC(Cc1c[nH]c2ccccc12)C(=O)OCC(=O)N1CCCCCC1 (centres undefined)
  0.9, -1, i, 2, -0.2, -1, -0.4, -1, 6, -13
O=C(COc1ccccc1)NCC(=O)Nc1cccc2ccccc12
  -0.2, -1, i, -5, 0.8, -1, -0.5, -2, -2, -4
Cc1cc(C)nc(/N=C(\N)Nc2ccccc2-c2ccccc2)n1
  -1.0, -1, i, -1, 0.7, -3, -1.1, -3, -5, -9
O=C(CC(c1ccccc1)c1ccccc1O)NCc1ccccc1 (centres undefined)
  1.0, -1, i, 2, 0.0, -1, -0.1, 3, -5, -9
CCOc1ncnc2c1sc1nc(C)cc(C)c12
  -0.3, 3, i, 2, -0.7, 2, -0.3, 2, -8, 3
